Source: PubChem BioAssay
TRPM1 prom inh: inhibitors of MITF-dependent TRPM1 promoter reporter, primary screen, cell-based, SK-MEL-5, single point, luciferase; SK-MEL-5 TRPM1 promoter luciferase, 24 h; inhibition, % at 12.5 µM; 0.83% of 330,000 active;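 active = mean inhibition across replicates of 60% or more, whatever share of single replicates reaches that level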; note: values of inactives mirror those of a sister screen read the other way
NR2E3 ag-1: inhibitors of NR2E3-RetCOR corepressor binding, primary screen, NR2E3 agonist project, biochemical, TR-FRET, GST-NR2E3, biotin-RetCOR; 0.12% of 320,000 active; AID 2300, 2010; inhibition of corepressor binding, % at 4.78 µM; 1536-well;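 active = percent inhibition above the cutoff of mean plus 3 SD of all tested compounds, set per screening campaign, cut at about 20% in these data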;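 note: 0% = DMSO wells and 100% = biotin wells as full block of FRET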
Target sequence (Q9Y5X4 whole entry, looked up): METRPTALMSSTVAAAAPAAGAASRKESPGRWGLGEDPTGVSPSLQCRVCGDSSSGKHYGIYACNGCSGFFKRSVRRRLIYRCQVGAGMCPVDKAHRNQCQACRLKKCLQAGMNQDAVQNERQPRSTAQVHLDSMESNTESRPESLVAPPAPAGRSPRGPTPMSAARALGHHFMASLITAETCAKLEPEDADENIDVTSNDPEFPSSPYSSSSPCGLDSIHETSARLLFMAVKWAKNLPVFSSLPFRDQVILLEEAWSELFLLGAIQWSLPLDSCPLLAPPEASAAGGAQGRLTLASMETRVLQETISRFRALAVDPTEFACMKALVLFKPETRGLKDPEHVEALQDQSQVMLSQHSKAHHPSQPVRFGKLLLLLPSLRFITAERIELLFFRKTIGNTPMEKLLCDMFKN
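Material: NR2E3–RetCOR corepressor complex / Amount: 1.35 nM GST-NR2E3 / Medium: Tris pH 7.5 / Compound: single nominal compound dose of 4.8 µM / Incubation: 5 h at 4 °C / Technique: TR-FRET, Eu(K)-anti-GST donor, streptavidin-D2 acceptor, ex 340, em 617/671 nm / Read-out basis: percent loss of FRET ratio relative to control wells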
aDG glyco act: activators of alpha-DG glycosylation, primary screen, uHTS, Pro5-aDG cells, AlphaScreen. alpha-DG glycosylation AlphaScreen (IIH6); 0% Pro5, 100% B10-LARGE cell signal. activation, % at 10 µM. 0.22% of 360,000 active;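 active = activation of at least 8% versus controls, or a plate z-score of at least 8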;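 note: Pro5 are CHO cells carrying HIG-tagged alpha-DG that lacks glycosylation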
KKLEB cytotox: cytotoxicity in KKLEB CF airway cells, primary screen, cytotoxicity control for CF NF-kB inhibitor project, cell-based, uHTS, fluorescence assay plates. AID 602141, 2011. activity change (cytotoxicity), % at 5 µM. KKLEB CF airway cells viability, ATPlite luminescence, overnight; active compounds read low; cells stimulated with P. aeruginosa culture filtrate. 0.36% of 360,000 active;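 active = corrected activity change at or below -50% at 5 µM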
Peg3 prom inh: Peg3 promoter-driven luciferase inhibitors, primary screen, cell-based, HeLa, luciferase luminescence | inhibition, % at 20 µM | AID 588405, 2011 | HeLa PEG-Prom luciferase reporter, overnight | 1.7% of 360,000 active;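 active = inhibition of at least 50% at 20 µM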
iPSC survival up: enhancers of single-cell hiPSC survival, primary screen, ATPlite luminescence. AID 602274, 2012. 0.044% of 360,000 active. survival enhancement, % at 20 µM. 100% = ROCK inhibitor wells, 0% = DMSO; in the data active = survival enhancement above about 18%;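 note: cells exposed to compounds for 16 hours before the ATP read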
NR2E3 ag-2: NR2E3 agonists in two-hybrid cells, primary screen, cell-based, luminescence, CHO-S, Gal4-NCOR/VP16-NR2E3 | luciferase | inhibition of corepressor binding, % at 3.98 µM | AID 602229, 2012 | 0.35% of 360,000 active;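 active = inhibition above the mean of all tested compounds plus 3 SD, cut at about 70% in these data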;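 note: 0% = DMSO with NR2E3 transfected cells and 100% = cells lacking NR2E3 construct; higher means lower luciferase signal from less NR2E3 corepressor binding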
HIF-2a block: HIF-2a reporter inhibitors, primary screen, luminescence, 786-0 RCC cells | 0.72% of 360,000 active | inhibition, % at 18.8 µM | 786-0 RCC cells HIF-2a reporter, luciferase luminescence, overnight;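 active = inhibition of the luminescence signal of 40% or more relative to plate controls, in a single-dose primary screen at 18.75 µM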
Shn3 3UTR inh: reduction of Shn3 3'UTR firefly luciferase signal, primary screen, Schnurri-3 inhibitor project, cell-based, Clone20 osteoblasts, set 2; Clone20 osteoblast Shn3 3'UTR firefly luciferase, 24 h; inhibition, % at 12.5 µM; 0.52% of 360,000 active;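 active = mean inhibition of at least 75% with every replicate also reaching 75%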;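 note: 0% = median of neutral control wells and 100% = pilot-screen positive control compound; some compounds past the cut are filed as inactive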
CF NFkB inh: inhibitors of PAF-induced NF-kB signaling, primary screen, cell-based, GFP fluorescence, uHTS | KKLEB NF-kB-GFP reporter, GFP fluorescence overnight | inhibition, % at 5 µM | 0.86% of 360,000 active;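 active = at least 50% inhibition at 5 µM, scaled per plate between neutral and stimulator controls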;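 note: PAF is a Pseudomonas aeruginosa culture filtrate used as stimulus; plate controls were PAF-stimulated DMSO wells for no effect and unstimulated DMSO wells for full effect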
TWEAK-Fn14 inh: inhibitors of TWEAK-Fn14 signaling, primary screen, luciferase reporter cells, uHTS; AID 1159606, 2016; inhibition, % at 10 µM; TWEAK-stimulated Fn14 reporter cells, luciferase luminescence, 8 h; 2% of 360,000 active; in the data active = inhibition above about 50%
* hit, by the source's call; . = not tested or not shown.

Structure	Shn3 3UTR inh	iPSC survival up	TWEAK-Fn14 inh	HIF-2a block	Peg3 prom inh	TRPM1 prom inh	CF NFkB inh	KKLEB cytotox	aDG glyco act	NR2E3 ag-2	NR2E3 ag-1
CC12CN3CN(C1)CC(C)(C3)C2=NO	-13	-1.1	-1	2	-1	-6	8	3	0.1	-27	1
O=C(Nc1ccc(Cl)cc1)N1CC1	2	0.1	-30	-53	-30	1	-3	19	-0.2	-45	.
CN1C(=O)NC(=O)C(C)(C2=CCCCC2)C1=O (configuration not stated)	-113	-1.4	-53	-270	-376	-96	-7	17	0.4	-2	-1
CC(C)Nc1ccc(Nc2ccccc2)cc1	-1	-0.5	14	-65	-76	14	26	-8	-0.4	-45	-4
COc1cccc(-n2c(O)c(C=Nc3c(C)n(C)n(-c4ccccc4)c3=O)c(=O)[nH]c2=O)c1	3	0.1	2	11	16	-1	-2	8	-0.4	8	0
COc1cc(C2SCC(=O)Nc3c2c(=O)[nH]n3C2CCCCCC2)cc(OC)c1OC (configuration not stated)	6	0.1	16	13	-5	1	3	-6	-0.1	-12	0
CC1(C)N=C(c2ccccc2)[C@@H]2C(c3ccc([N+](=O)[O-])cc3)N21 (some centres not stated)	-4	-1.0	11	16	-4	2	-8	4	-0.1	-23	-1
COc1ccc(NC(=O)c2cc([N+](=O)[O-])ccc2N2CCNCC2)cc1	12	-0.5	-21	3	6	3	12	-2	-0.6	-31	4
COC(=O)Cn1cc(/C=C2\C(=O)NC(=O)N(c3ccccc3)C2=O)c2ccccc21	12	-0.6	11	25	10	3	-10	-5	0.1	7	3
COC(=O)C1=C(c2ccc(OCc3ccccc3)c(F)c2)C[C@@H]2CC[C@H]1N2C	-31	1.1	21	-19	-19	.	-2	-1	0.4	19	.
CC(C(=O)O)N(C(=O)c1ccccc1)c1ccc(F)c(Cl)c1 (configuration not stated)	6	-1.5	10	6	-4	6	1	-2	0.3	12	-1
COc1ccc(CC2(CCc3ccccn3)C(=O)NC(=O)N(c3ccccc3C)C2=O)cc1OC (configuration not stated)	12	-1.6	1	16	-1	9	-8	1	0.0	-12	0
Cc1ccc(OC(F)F)c(N2C(=O)C3C4CCC(O4)C3C2=O)c1 (configuration not stated)	-24	0.4	10	16	9	9	-8	4	-0.1	0	6
CCOC(=O)[C@]12Cc3cc(Cl)ccc3[C@H]1N(Cc1ccccc1)C(=O)c1ccccc12	3	-2.9	17	20	28	-3	17	6	1.3	11	.
COc1ccc2c(c1)[C@]13CCCCC1C(C2)N(C)CC3 (some centres not stated)	17	-0.4	-21	4	-15	-14	22	-4	0.1	4	3
O=c1[nH]c(=S)[nH]c(O)c1N=Nc1ccc(S(=O)(=O)N2CCc3ccccc32)cc1	-24	-1.9	9	19	26	64*	56*	-26	-0.1	-2	3
C=CCNC(=O)c1c(N)n(CCN2CCOCC2)c2nc3ccccc3nc12	-73	-0.3	14	-51	4	5	-53	-7	0.4	-9	0
Nc1cccc(SC2CC(=O)N(c3ccc(Cl)cc3C(=O)c3ccccc3)C2=O)c1 (configuration not stated)	35	-1.3	54*	12	23	.	-2	-3	0.5	19	.
CCOC(=O)C(c1c(O)c2ccccc2oc1=O)c1c(O)c2ccccc2oc1=O	5	0.2	-3	-1	2	.	2	9	0.0	-6	.
O=c1c2ccccc2nc(-c2ccccc2)n1-c1ccncc1	-2	1.0	18	16	4	5	-28	9	-0.3	20	-4
CC(C)c1ccc(C(c2c(O)c3ccccc3oc2=O)c2c(O)c3ccccc3oc2=O)cc1	-5	1.5	28	6	19	.	24	3	-0.1	75*	.
CC1CC2CC(=O)CCC2(C)C2CCC3(C)C(O)CCC3C12 (configuration not stated)	11	-1.4	-26	3	34	.	13	5	-0.3	-34	.
Cc1ccccc1-n1c(CNc2ccccc2)nc2ccccc2c1=O	1	-0.2	-1	10	22	.	-3	7	-0.2	-22	3
O=C(NCCN1CCOCC1)c1ccc(Cl)nc1	-8	-0.3	-5	12	17	-4	4	-16	-0.1	-4	-1

The final 2 records of the part above lead into the next.
Structure	Shn3 3UTR inh	iPSC survival up	TWEAK-Fn14 inh	HIF-2a block	Peg3 prom inh	TRPM1 prom inh	CF NFkB inh	KKLEB cytotox	aDG glyco act	NR2E3 ag-2	NR2E3 ag-1
Cc1ccccc1-n1c(CNc2ccccc2)nc2ccccc2c1=O	1	-0.2	-1	10	22	.	-3	7	-0.2	-22	3
O=C(NCCN1CCOCC1)c1ccc(Cl)nc1	-8	-0.3	-5	12	17	-4	4	-16	-0.1	-4	-1
CC(C)CCP(=O)(O)c1ccccc1	2	-1.1	0	6	-1	-1	-3	18	-0.1	-7	-1
COc1ccccc1Oc1c(C)oc2cc(OC(=O)N(C)C)ccc2c1=O	22	-0.5	12	14	1	-6	1	-3	0.2	4	-2
COc1ccc(CN2C(=O)CC(=O)NC2=S)cc1	9	-0.7	-18	13	12	-13	5	6	0.0	-12	0
CCOC(=O)C1CCN(/C=C2\C(=O)NC(=S)N(CC)C2=O)CC1	15	0.0	16	17	1	-9	-16	10	0.4	12	0
COc1cc2c(cc1OC)C13CCN4CC5CCOC6CC(=O)N2C1C6C5CC43 (configuration not stated)	-4	-1.1	12	14	13	-1	5	-19	0.2	12	.
Cn1cnc(CCN)c1	-3	1.6	-2	15	5	11	12	-2	-0.2	-23	0
c1cncc(C2CCCCN2Cc2ccc3c(c2)OCO3)c1 (configuration not stated)	-5	-3.2	-13	-54	-21	-25	-1	0	0.3	-11	3
Cc1cc(OCC(=O)N2C[C@H]3C[C@@H](C2)c2cccc(=O)n2C3)c2c(C)c(C)c(=O)oc2c1	-1	3.4	-4	9	1	2	10	-18	-0.3	8	0
Cc1ccc(S(=O)(=O)N(c2cc(Cl)c(O)c(Cl)c2)P(=O)(OC(C)C)OC(C)C)cc1	-38	0.5	-9	9	14	-1	10	-26	-0.2	-5	0
CCC(=NC(C)c1ccccc1)c1c(O)[nH]c(=O)[nH]c1=O (configuration not stated)	21	0.6	-36	23	5	-19	-8	-2	0.1	5	0
O=CC(Br)P(=O)(N1CCOCC1)N1CCOCC1 (configuration not stated)	10	0.7	1	11	6	.	16	-4	-0.1	-14	-2
CC(C)(C)n1nnnc1C(c1ccnc2ccccc12)N1CCC2(CC1)C(=O)NCN2c1ccccc1 (configuration not stated)	-5	-0.3	-3	13	2	.	7	-3	0.1	-4	.
CCC(=Nc1ccc(OC)cc1OC)c1c(O)n(C2CCCCC2)c(=O)[nH]c1=O	12	6.6	46	26	28	16	22	-20	0.9	1	-1
COc1cc(C(=O)Nc2ccc(Br)cc2C(=O)c2ccccc2)cc(OC)c1OC	6	-4.1	-32	17	28	-2	37	-21	0.1	-17	2
O=c1cccc2n1CC1CC2CN(C(c2cccc(F)c2)c2sc3ncnn3c2O)C1 (configuration not stated)	-31	1.4	-3	2	3	.	-13	16	1.4	-8	1
CCC(=O)c1ccc(OCC(=O)N2CCN(CC(=O)Nc3ccccc3C(F)(F)F)CC2)cc1	29	3.3	45	-10	3	2	3	3	0.1	-38	.
CC(=O)Nc1ccc(C(=O)C(Cc2ccccc2)N(C)C)cc1 (configuration not stated)	3	0.8	3	-4	14	-7	-22	1	0.0	-31	-2
CCN(CC)CCCN=C(C)c1c(O)n(-c2ccccc2)c(=O)[nH]c1=O	-10	3.5	12	13	-5	-3	-5	-5	-0.1	-8	0
Cc1ccsc1/C=C1\C(=O)NC(=S)N(C)C1=O	53	-0.8	21	26	90*	70*	31	6	0.3	10	7
N#Cc1ccc(N2CCNCC2)c(F)c1	9	2.9	19	5	1	6	-12	-1	0.0	3	2
CC(C)CN1CCN(Cc2c(F)cccc2Cl)CC1CCO (configuration not stated)	-24	-0.2	-5	15	-13	-7	-22	8	-0.1	-6	-2
O=c1[nH]c(=O)n(Cc2ccco2)c(O)c1C=NC1CC1	-1	-1.5	8	13	2	-3	-6	4	-0.2	5	0
CCC(C)n1c(C)cc(C(N)=O)c1C (configuration not stated)	-46	0.3	15	17	4	16	22	7	-0.2	8	2
O=C(CN1CC(c2ccccc2)CC1=O)Nc1ccc(F)cc1 (configuration not stated)	-23	3.1	26	0	4	4	10	3	0.2	-12	0
O=C1/C(=C/c2ccc3c(c2)OCO3)N2CCC1CC2	-5	-0.4	5	-2	-8	-1	6	1	0.7	10	0
CCn1c(=O)cc(OCC(=O)N2CCN(Cc3ccc4c(c3)OCO4)CC2)c2ccccc21	5	0.2	-1	-5	-5	7	-35	1	0.3	-7	0

These rows are one share of the data. The share of hits here may be higher or lower than overall.
